HIV RNase H inh – inhibitors of HIV-1 reverse transcriptase RNase H; P04585; RT-RNase H RNA/DNA duplex cleavage, fluorescence; inhibition, % at 10 µM; AID 565; 1.9% of 65,000 active; in the data active = inhibition above about 50%
RmlCD inh mix – mixture blocks RmlC and RmlD coupled enzyme activity; RmlC/RmlD coupled enzyme inhibition, 384-well mixture HTS; inhibition, % at 5.5 µM; 0.39% of 110,000 active; in the data active = inhibition above about 30%, passing the limit was not always enough; note: strong numbers were not always called active
* hit, by the source's call; / = no result given. These rows are one share of the data. The share of hits here may be higher or lower than overall.

The first 2 entries (preview)
Screens in order: HIV RNase H inh | RmlCD inh mix
CCOC(=O)N1CCN(c2c(N3CCC(N4CCCCC4)CC3)c(=O)c2=O)CC1
→ -14 | 12
CCN(CC)CCNC(=O)Cn1cnc2sc(C)c(S(=O)(=O)N3CCOCC3)c2c1=O
→ / | 8

Results, previewed entries included:
Screens in order: HIV RNase H inh | RmlCD inh mix
CCOC(=O)N1CCN(c2c(N3CCC(N4CCCCC4)CC3)c(=O)c2=O)CC1
→ -14 | 12
CCN(CC)CCNC(=O)Cn1cnc2sc(C)c(S(=O)(=O)N3CCOCC3)c2c1=O
→ / | 8
O=C(CSc1nnc(CSc2nc3ccccc3s2)o1)NC1CCCCC1
→ -17 | -5
CNNCc1ccc(C(=O)NC(C)C)cc1
→ / | -20
CCOC(=O)c1sc(N)c(C#N)c1CSc1nnc(C2CCCCC2)n1N
→ 16 | 6
CCn1c(=O)c(C(=O)NCc2ccc(OC)cc2)c(O)c2ccccc21
→ -30 | /
O=C(NCc1ccco1)c1ccc2nc3sc4c(c3c(=O)n2c1)CCCC4
→ 18 | 46*
Cc1ccc(C)c(NC(=O)CSc2nnc(CSc3nc(C)cc(C)n3)n2Cc2ccco2)c1
→ -9 | 6
Cn1c(=O)[nH]c(=O)c2c1nc(Br)n2CCCO
→ 3 | -7
c1ccc(CNCC2COc3ccccc3O2)cc1 (centres undefined)
→ / | -12

Later entries
Screens in order: HIV RNase H inh | RmlCD inh mix
COC(=O)N1C/C=C\C(c2ccc(OC)cc2)N(Cc2ccc(F)cc2)C(=O)C1 (centres undefined)
→ / | 5
CCn1c(N2CCN(C(=O)NC3CCCCC3)CC2)nc2ccccc21
→ / | 93
Cc1cc(NC(=O)c2ccc3c(c2)OCCO3)no1
→ 3 | -4
COC(=O)c1ccc[n+](CCc2c[nH]c3ccccc23)c1
→ / | -15
O=S1(=O)CCOC[C@H](Cc2ccccc2)N1Cc1ccccc1F
→ / | 6
COc1ccc(CC(=O)N2CC(C)CC(C)C2)cc1 (centres undefined)
→ / | 12
CCCCN(C(=O)NC(=O)Nc1c(C)cc(C)cc1C)S(C)(=O)=O
→ 1 | -6
O=C(O)c1cc(S(=O)(=O)N2CCOCC2)ccc1N1CCOCC1
→ / | 6
Brc1ccccc1
→ / | 2
CCOc1cc(C2C(C(=O)O)c3cc(OCC)c(OCC)cc3C(=O)N2C)ccc1O (centres undefined)
→ -19 | -36

The results go on:
Screens in order: HIV RNase H inh | RmlCD inh mix
O=C(CN(Cc1ccc(F)cc1)C(=O)CCC(=O)Nc1ccccn1)NCc1ccco1
→ -7 | 10
Cc1ccc(/C=N/n2nnnc2N)cc1[N+](=O)[O-]
→ / | 8
CCc1ccccc1NC(=O)CC1S/C(=N\c2nccs2)N(CC)C1=O (centres undefined)
→ -1 | -21
CC(=O)NC(CCS(C)(=O)=O)C(=O)Nc1ccc(Cl)c(Cl)c1 (centres undefined)
→ -5 | -8
O=[N+]([O-])c1ccc(O)c(/C=N/Nc2ccc(Cl)nn2)c1
→ / | -10
COC(=O)c1ccc(-c2nc(O)c3cnccn23)cc1
→ 1 | -9
NC(=O)CC(NC(=O)c1ccccc1)c1ccc(NCC2CC2)c([N+](=O)[O-])c1 (centres undefined)
→ / | -10
CC(NC(=O)c1noc2c1CCCC2)c1ccccc1 (centres undefined)
→ 4 | -15
CC(C)C(=O)Nc1cccc(NC(=O)c2cc3ccccc3o2)c1
→ -4 | 6
CC(=O)Nc1ccccc1OCC(=O)c1ccc2c(c1)OCO2
→ -4 | 10

Continuation:
Screens in order: HIV RNase H inh | RmlCD inh mix
O=C1C2CCCCN2C(=O)N1CCCCN1CCN(c2ccc([N+](=O)[O-])cc2)CC1 (centres undefined)
→ / | -4
C=CCN1CCc2nc(N)sc2CC1
→ / | 3
COc1cccc(NC(=O)CC2COc3ccccc3O2)c1 (centres undefined)
→ / | 10
Cn1c(C(=O)NCCc2ccsc2)cc2c(=O)n(C)c3ccccc3c21
→ -19 | 4
CCCCc1nc(NCCN)c(C#N)c2c1CSC(C)(C)C2
→ / | 21
COC(CNC(=O)c1ccc(Cn2c(=S)[nH]c3cc4c(cc3c2=O)OCO4)cc1)OC
→ / | -1
CCC1CCc2c(sc(N)c2C(N)=O)C1 (centres undefined)
→ / | 5
COc1ccc(OCCSc2nc3ccccc3n2CC(=O)O)cc1
→ -5 | 5
Cn1ncc2c(N3CCN(c4ccccc4F)CC3)ncnc21
→ / | 7
CC(C)c1ccc(NC(=O)c2cccnc2)cc1
→ 5 | 6

Other structures.
Screens in order: HIV RNase H inh | RmlCD inh mix
Cc1cc(N2CCOCC2)ccc1/C=C1\SC(=O)N(C(C)C)C1=O
→ / | -8
Cc1ccc(-n2c(SCc3nnc4n3CCC4)nnc2-c2ccccc2)cc1
→ -9 | -12
O=C(O)CN(c1ccc(F)cc1)S(=O)(=O)c1ccc2c(c1)OCCO2
→ -11 | -7
Cc1cc(Nc2ccccc2)n(CCOC(=O)COc2ccccc2)n1
→ -9 | -14
N#Cc1c(-c2ccco2)cc(C2CC2)nc1N
→ -13 | -16
COCCCNC(=O)c1ccc(N2CCOCC2)c(NS(=O)(=O)c2ccc(OC)cc2)c1
→ / | -8
CC(/C=C/c1ccccc1)=N\NC(=O)C1CC1(C)c1ccccc1 (centres undefined)
→ / | -9
COc1cccc(-c2nnc(N(C)C(=O)c3ccno3)s2)c1
→ -4 | 12
O=C(NCc1ccco1)C1CCCN(S(=O)(=O)Cc2ccccc2)C1 (centres undefined)
→ / | -9
Cc1cc(C)cc(NC(=O)c2ccc(CSc3nnc(C)s3)cc2)c1
→ / | 6

In another format: entries from further up
CC(/C=C/c1ccccc1)=N\NC(=O)C1CC1(C)c1ccccc1 (centres undefined)
  HIV RNase H inh = / | RmlCD inh mix = -9

COc1cccc(-c2nnc(N(C)C(=O)c3ccno3)s2)c1
  HIV RNase H inh = -4 | RmlCD inh mix = 12

Next part.
Screens in order: HIV RNase H inh | RmlCD inh mix
CC(C)(CS(=O)(=O)[O-])NC(=O)CC[N+](C)(C)CCO
→ / | -40
Cc1cnc(C(=O)NCCc2ccc(S(=O)(=O)NC(=O)NC3CCCCC3)cc2)cn1
→ 0 | 3
N#CCCN(CCC#N)C(=O)c1ccc2c(c1)OCO2
→ -10 | 9
CN(C)c1ccc(P(=S)(N(C)C)N(C)C)cc1
→ -12 | -4
O=C(O)Cc1c[nH]c2ccc(O)cc12
→ / | 66
COc1cc(OC)cc(-c2n[nH]c(=S)n2-c2cc(OC)ccc2OC)c1
→ / | -1
CC1=CC(C)(C)N2C(=O)C3(C(C#N)=C(N)OC4=C3C(=O)CCC4)c3c(C)c(C)cc1c32 (centres undefined)
→ -7 | -20
CCC(Sc1nc2n[nH]c(C)c2c(=N)n1-c1cccc(Cl)c1C)C(=O)N(CC)CC (centres undefined)
→ 7 | 2
O=C1c2ccccc2C(=O)N1CSc1nnc2c3ccccc3n(CCc3ccccc3)c2n1
→ / | -7
CCCCNC(=O)CC1N=C2c3ccccc3N=C(SCC(=O)Nc3cccc(OC)c3)N2C1=O (centres undefined)
→ -4 | -22

Following part
Screens in order: HIV RNase H inh | RmlCD inh mix
CCC(CC)C(=O)OCC(=O)NC12CC3CC(CC(C3)C1)C2
→ / | -4
O=CN1CCN(C(C(=O)NC2CCCC2)c2ccc(Cl)cc2)CC1 (centres undefined)
→ -5 | 8
CS(=O)(=O)N(CC(O)Cn1c2ccccc2c2ccccc21)c1ccccc1 (centres undefined)
→ -9 | -6
COc1ccc(OCC(O)CON2C(=O)c3ccccc3C2=O)cc1 (centres undefined)
→ -8 | 15
COc1ccc(C)cc1NC(=O)CSc1nnc(COc2ccccc2)n1Cc1ccco1
→ -2 | /
C=CCn1c(SCC(=O)c2cccs2)nc2sc(C)c(C)c2c1=O
→ / | 1
N=C1C(c2nc3ccccc3c(=O)[nH]2)=C(O)CN1CCc1ccccc1
→ 75* | 64
COC(=O)C1=C(N)Oc2c(oc(CO)cc2=O)C1c1ccccc1F (centres undefined)
→ / | -9
c1cc2c(c(NCc3ccncc3)c1)CCCC2
→ -16 | /
COC(=O)c1cc2n(n1)CCN(Cc1ccc(OC)cc1)C2=O
→ / | 10

Next section.
Screens in order: HIV RNase H inh | RmlCD inh mix
CCOC(=O)c1sc(NC(=O)c2ccccc2OC)nc1C
→ / | 7
Cc1ccc(S(=O)(=O)c2c(C)cc(-c3ccccc3)[nH]c2=O)cc1
→ / | 5
Cc1ccccc1-c1nnc(SCC(=O)Nc2c(C)n(C)n(-c3ccccc3)c2=O)o1
→ / | -10
O=C(CCN1C(=O)C2(OCCO2)c2ccccc21)c1ccccc1
→ -1 | 12
Cc1cc(=O)n(C)c(=O)n1CCCCCCN1CCCC1
→ / | 13
Cc1ccc(C(=O)NNC(=O)C2CCN(Cc3ccccc3)CC2)cc1
→ / | 0
COc1ccc(-n2c(SC3CCOC3=O)nc3ccccc3c2=O)cc1OC (centres undefined)
→ -2 | 7
O=C(Nc1ccccc1C(F)(F)F)NC1CCCCC1
→ / | 4
O=C(CCC(=O)N(c1cccc(F)c1)C(C(=O)NC1CCCC1)c1ccncc1)Nc1cccnc1 (centres undefined)
→ -11 | 9
Cn1c(=O)c2c(nc(NCC3CCCO3)n2C)n(C)c1=O (centres undefined)
→ -8 | -42

Next part.
Screens in order: HIV RNase H inh | RmlCD inh mix
CCOC(=O)c1c(N)c(C#N)nn1-c1ccccc1C(=O)OC
→ -7 | -13
CC(=O)N1CCN=C1SCc1ccccc1F
→ -57 | 2
CC(=O)/C=C/c1ccc2ccccc2n1
→ / | -11
CC(=O)Nc1ccc(C(=O)OC2CCCCC2=O)cc1 (centres undefined)
→ / | -1
Cc1cc(C)c(OCC(=O)N/N=C/c2ccco2)c(C)c1
→ / | -15
CN1CCN(Cc2nc3c(c(=O)[nH]c(=O)n3C)n2Cc2c(F)cccc2Cl)CC1
→ -7 | 10
Cc1ccc(CS(=O)(=O)CCC(=O)N2CCC3(CC2)OCCO3)cc1
→ -10 | 4
CC1=C(C(=O)Nc2ccccc2)C(c2ccc(C)o2)n2c(s/c(=C/c3ccccc3)c2=O)=N1 (centres undefined)
→ / | -5
CCOC(=O)CSc1nnc(NCC(=O)OC)c(=O)[nH]1
→ / | 13
CCCC(=O)Nc1nc2ccc(S(N)(=O)=O)cc2s1
→ 0 | -12

Carrying on:
Screens in order: HIV RNase H inh | RmlCD inh mix
COc1ccccc1CNC(=O)COC(=O)c1cc(-c2ccco2)nc2ccccc12
→ / | -57
COCc1nnc(NC(=O)CCN2C(=O)c3ccccc3C2=O)s1
→ / | 3
O=C1C2CCCN2C(c2ccc(Cl)c(Cl)c2)N1c1ccccn1 (centres undefined)
→ -12 | 71
Cc1c(O)ccc(C(=O)CN2C(=O)c3ccccc3C2=O)c1O
→ -13 | 4
CCOC(=O)C1CCN(C(=O)c2cccnc2Cl)CC1
→ / | 15
Cc1cc(O)c(/C=N/Nc2cccc(Cl)c2)c(=O)o1
→ / | 5
O=C(c1noc2c1CCc1ccccc1-2)N1CCOCC1
→ -30 | 13
CCn1c(-c2ccc3ncccc3c2)n[nH]c1=S
→ / | -6
COc1ccc(C(F)(F)F)cc1N/C=C\c1nnnn1-c1ccc(C)cc1
→ / | -24
CN(C)S(=O)(=O)N1CCN(c2ccccc2Cl)CC1
→ / | -11

Single records (already shown):
`CN(C)S(=O)(=O)N1CCN(c2ccccc2Cl)CC1` is listed with HIV RNase H inh: /; RmlCD inh mix: -11
`COCc1nnc(NC(=O)CCN2C(=O)c3ccccc3C2=O)s1` is listed with HIV RNase H inh: /; RmlCD inh mix: 3
`CCn1c(-c2ccc3ncccc3c2)n[nH]c1=S` is listed with HIV RNase H inh: /; RmlCD inh mix: -6

Later entries:
Screens in order: HIV RNase H inh | RmlCD inh mix
O=C(CSc1nnc(-c2ccc(Br)cc2)o1)Nc1cccc2ccccc12
→ 43 | -12
Cc1ccc(-c2nnc(-c3ccccc3S(=O)(=O)Cc3ccc(Cl)cc3)o2)cc1
→ / | 24
COC(=O)c1sccc1NC(=O)c1cccc(OC)c1
→ / | -8
COc1cccc(/C=N/NC(=O)c2cc(C34CC5CC(CC(C5)C3)C4)[nH]n2)c1
→ / | -18
CC(=O)N(Cc1cccnc1)Cc1cc2ccccc2[nH]c1=O
→ -4 | -1
Cc1cccc(OCc2nnc3n2CCCCC3)c1
→ -3 | 5
O=C(Nc1c(F)cc(F)cc1Br)c1cc(-c2ccco2)on1
→ -19 | -6
COc1ccc(S(=O)(=O)N2Cc3ccccc3CC2C(=O)N2CCOCC2)cc1OC (centres undefined)
→ -8 | 14
CC(=O)N1C(=O)N(C(C)=O)C2C1N(C(C)=O)C(=O)N2C(C)=O (centres undefined)
→ -10 | 7
C=CCNS(=O)(=O)c1ccc(OCC(=O)OC)cc1
→ -6 | -5

(further entries)
Screens in order: HIV RNase H inh | RmlCD inh mix
Cc1ccc(S(=O)(=O)Nc2c3ccccc3nc(=O)n2-c2ccccc2)cc1
→ / | 1
COc1ccc(N2CCN(C(=O)CCCn3c(=O)[nH]c4ccsc4c3=O)CC2)cc1
→ / | 6
CC(C)N1CC(C(=O)Nc2nc3ccccc3s2)CC1=O (centres undefined)
→ -2 | -11
CCC/C=C(\CCC)C(NP(=O)(c1ccccc1)c1ccccc1)c1ccccc1 (centres undefined)
→ / | 5
COc1ccc(-n2c(=O)c3c4c(sc3n3cnnc23)CC(C)CC4)cc1 (centres undefined)
→ -8 | 81
CCOC(=O)c1c(C)n(CCOC)c2ccc(O)cc12
→ 6 | 5
COc1ccc(NC(=O)c2ccc(-n3cccn3)nc2)c(OC)c1
→ / | 3
Cc1ccc(-c2nc3ccccc3c(=O)n2CCCn2ccnc2)cc1
→ 2 | -15
C=CCN(Cc1cccc(OC)c1OC)S(=O)(=O)N(C)C
→ / | -11
O=C(CCc1ccc(S(=O)(=O)N2CCOCC2)cc1)Nc1nccs1
→ / | -16

Further compounds follow:
Screens in order: HIV RNase H inh | RmlCD inh mix
Cc1ccc(NC(=O)CS(=O)CC(=O)NCC2CCCO2)cc1 (centres undefined)
→ -18 | 29
Cn1ncc(N=Cc2ccccc2)c1C(N)=O
→ -16 | -17
COc1ccc(C)cc1-n1c(N)c(C#N)c(C#N)c1-c1ccc(OC)c(OC)c1OC
→ -1 | 5
C#CCOc1nc(OCC#C)nc(OCC#C)n1
→ -18 | 0
O=[N+]([O-])c1ccc(C=Nc2ccc(Cl)cc2Cl)s1
→ / | 6
CCc1cccc(C)c1N(C(=O)Cn1c(CO)nc2ccccc21)C(C)COC (centres undefined)
→ / | -12
